# PP1 inh: counter-screen for PP5 inhibitors: inhibitors of human PP1-alpha; inhibition, % at 6.7 µM; 320,000 compounds, 0.9% hits; purified PP1alpha, OMFP fluorescence; P62136;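 active means inhibition above the mean inhibition of all tested compounds plus 3 SD, computed separately for each screening campaign, cut at about 15% in these data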
# Target sequence (P62136 whole entry, looked up): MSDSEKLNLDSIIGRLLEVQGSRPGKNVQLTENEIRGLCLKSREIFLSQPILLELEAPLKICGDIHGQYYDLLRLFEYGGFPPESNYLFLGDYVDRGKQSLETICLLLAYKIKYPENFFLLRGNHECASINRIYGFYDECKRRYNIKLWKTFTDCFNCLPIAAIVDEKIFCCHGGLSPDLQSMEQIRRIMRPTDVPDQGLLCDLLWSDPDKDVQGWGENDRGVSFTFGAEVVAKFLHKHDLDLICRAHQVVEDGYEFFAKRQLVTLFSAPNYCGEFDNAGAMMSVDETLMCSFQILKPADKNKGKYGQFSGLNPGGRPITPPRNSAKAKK
# CTSL1 counter: blocks F. hepatica cathepsin L1 in PFM18AAP counter-screen | inhibition, % at 5.96 µM | recombinant F. hepatica cathepsin L1, Z-Leu-Arg-MCA fluorescence | 300,000 compounds, 0.49% hits;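 active means inhibition above the mean of all tested compounds plus 3 SD, set per screening campaign, cut at about 17% in these data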;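 further: 0% = plate median of test compound wells and 100% = 1 µM Z-Phe-Ala-diazomethylketone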
# EBNA-1 inh: blocks EBNA-1 binding to DNA; inhibition, % at 14.8 µM; 300,000 compounds, 0.34% hits; AID 1950; EBNA-1 DNA binding, fluorescence polarization; in the data active means inhibition above about 28%
# core dimer inh: HCV core protein dimerization inhibition | AID 1899 | TR-FRET GST/Flag-core106 dimerization, 1536-well | 300,000 compounds, 0.33% hits | inhibition, % at 5 µM;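 active means inhibition above the mean of all tested compounds plus 3 SD, set per screening campaign, cut at about 45% in these data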
#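 Assay system: Tagged HCV core106 pair (GST and Flag) | Buffer or medium: KF-containing HEPES buffer, pH 7.45, DTT, CHAPS, BSA | Also added: Eu donor and XL665 acceptor anti-tag antibodies | Dosing: One concentration, 5 µM, in 0.5% DMSO | Timing: 4 h at 22.5 °C | Technique: TR-FRET 671 and 617 nm emission | Repeats: Singlicate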
# PP5 inh: inhibitors of human protein phosphatase 5 (PP5); P53041; purified PP5c, OMFP substrate fluorescence; inhibition, % at 6.7 µM; 320,000 compounds, 0.18% hits;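 active means inhibition above the campaign's mean inhibition across all tested compounds plus 3 SD, cut at about 9.5% in these data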;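 further: 0% = DMSO only and 100% = 100 µM cantharidin control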
# TPT1 inhibitor: inhibitors of Candida albicans tRNA 2'-phosphotransferase TPT1 | 300,000 compounds, 0.81% hits | inhibition, % at 5 µM | AID 1962 | recombinant caTPT1, FP RNA substrate dephosphorylation;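 active means inhibition above the mean of all tested compounds plus 3 SD, set per screening campaign, cut at about 24% in these data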;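 further: plate controls were DMSO alone for no effect and ferristatin control at 100 nM for full effect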
# PREPL inh: inhibitors of human prolyl oligopeptidase-like enzyme PREPL | Q4J6C6 | recombinant PREPL, fluorescence polarization activity-based probe | inhibition, % at 5.96 µM | 320,000 compounds, 0.68% hits | AID 2751; in the data active means inhibition above about 43%;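 further: 0% = enzyme with DMSO and 100% = wells lacking enzyme; many of its hits are not listed in these tables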
# Target sequence (Q4J6C6 whole entry, looked up): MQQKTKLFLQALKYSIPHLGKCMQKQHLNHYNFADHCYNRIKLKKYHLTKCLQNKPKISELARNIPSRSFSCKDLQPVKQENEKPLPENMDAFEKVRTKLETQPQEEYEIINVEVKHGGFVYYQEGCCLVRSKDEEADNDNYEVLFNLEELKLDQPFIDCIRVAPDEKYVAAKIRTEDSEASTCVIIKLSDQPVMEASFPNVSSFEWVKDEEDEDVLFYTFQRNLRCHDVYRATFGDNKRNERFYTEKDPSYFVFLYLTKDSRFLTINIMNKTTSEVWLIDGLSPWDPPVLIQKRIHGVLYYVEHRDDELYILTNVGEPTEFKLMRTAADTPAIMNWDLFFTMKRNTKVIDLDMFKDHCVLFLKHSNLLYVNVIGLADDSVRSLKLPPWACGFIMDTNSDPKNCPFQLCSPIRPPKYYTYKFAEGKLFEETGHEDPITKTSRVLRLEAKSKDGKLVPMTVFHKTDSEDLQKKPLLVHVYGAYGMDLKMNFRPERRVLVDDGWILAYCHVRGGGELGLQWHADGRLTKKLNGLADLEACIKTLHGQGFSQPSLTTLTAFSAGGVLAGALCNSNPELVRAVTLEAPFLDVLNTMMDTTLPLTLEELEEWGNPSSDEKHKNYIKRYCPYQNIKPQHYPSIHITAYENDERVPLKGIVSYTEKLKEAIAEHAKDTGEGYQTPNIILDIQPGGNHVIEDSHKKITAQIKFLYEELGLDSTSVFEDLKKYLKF
# Efflux pump mplx: blocks antifungal efflux pumps in multiplex yeast assay. S. cerevisiae Candida pump triplex, Nile Red efflux. 330,000 compounds, 0.44% hits. inhibition, % at 10 µM. AID 485275;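 active means plate passing quality check with inhibition over a set limit, or well fluorescence over plate mean plus 4 SD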;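 further: Nile Red retained in pooled yeast measured as flow cytometry median fluorescence; 0% = buffer negative control and 100% = Enniatin B positive control; higher means more Nile Red kept so more efflux inhibition; some compounds called inactive have numbers as strong as hits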
# ZTA DNA inh: ZTA (EBV) inhibition in EBNA-1 counter-screen; P03206; ZTA-DNA binding, fluorescence polarization; inhibition, % at 11 µM; 320,000 compounds, 0.15% hits; AID 2234; in the data active means inhibition above about 33%
# Active calls of the source: *; / = not tested or not shown. Some of the compounds tested. The share of hits here may be higher or lower than overall.
SMILES,PP1 inh,CTSL1 counter,EBNA-1 inh,core dimer inh,PP5 inh,TPT1 inhibitor,PREPL inh,Efflux pump mplx,ZTA DNA inh
CCOc1ccc(CC(C(N)=O)C(N)=O)cc1CN(C)C,-2,-3,6,-5,-2.4,3,-6,-0.2,-3
Cc1cc(C(=O)NNC(=O)CN2C(=O)NC(C)(c3ccccc3)C2=O)c(C)o1 (centres undefined),-4,-22,0,3,-0.2,1,9,0.1,9
C/C(=C\C(=O)c1ccc(Br)cc1)N1CCCCC1,5,-2,-1,2,1.5,2,-36,0.0,-6
CSc1nc(O)c(C(c2ccc(O)cc2)c2c(O)nc(SC)[nH]c2=O)c(=O)[nH]1,-2,-2,2,12,-1.3,-3,-4,-0.1,16
COCCNC(=O)CSc1nc2ccccc2c(=O)n1CC1CCCO1 (centres undefined),3,0,-8,0,0.3,3,9,0.2,-4
CCOC(=O)CSc1ccc(S(=O)(=O)N2CCCCC2)cc1[N+](=O)[O-],3,2,3,0,2.1,-4,4,-0.4,-9
Cc1cc(=O)oc2n[nH]c(-c3ccccc3)c12,-1,-1,1,1,3.2,-2,-4,0.0,6
CCCc1nc2sc3c(c2c(=O)[nH]1)CCCC3,3,0,8,-2,0.2,-4,32,0.0,6
CC(C)c1ccc(/C=C2\SC(N3CCOCC3)=NC2=O)cc1,-5,2,9,-6,1.7,1,8,-0.1,-8
Cc1cccc(NC(=S)N2CCC(C(=O)c3ccc(F)cc3)CC2)c1C,1,-2,-5,0,3.5,3,10,0.1,19
COc1ccc(OCC(=O)NNC(=O)c2c(-c3ccccc3Cl)noc2C)cc1,-8,-4,-8,-5,1.9,0,7,0.1,0
COC(=O)c1c(C(=O)OC)c2n(c1C)CCS2,-4,2,2,-2,-2.6,2,6,0.0,6
COc1cc(Br)cc(C=Nc2cccc(C(F)(F)F)c2)c1O,-3,-3,4,0,-0.3,-1,7,-0.4,17
COc1ccc(OC)c(N2CC(O)(c3cccs3)[N+]3=C2SCCC3)c1 (centres undefined),6,-4,6,-2,1.9,2,20,0.1,-7
C#CCNC(=O)C1=C[C@H](c2ccc(C(F)(F)F)cc2)[C@@H](CCCO)[C@H](OCC)O1,0,0,-17,-6,2.1,-2,13,/,4
Cc1ccc(NC(=O)N2CCC(NC(=O)C(C)(C)C)CC2)cc1,0,1,-4,-5,1.0,0,2,-0.1,-11
CS(=O)(=O)Nc1ccc(C2=NN(S(C)(=O)=O)C(c3cccs3)C2)cc1 (centres undefined),-4,2,12,14,0.2,1,5,0.1,28
CCOC(=O)N1CCN(C2CC(=O)N(c3ccc(Oc4ccccc4)cc3)C2=O)CC1 (centres undefined),-2,5,5,-1,-0.6,-3,8,0.0,-13
COc1cc(OC)c(C(=O)OCC(=O)c2cc(C)n(CC3CCCO3)c2C)cc1OC (centres undefined),-5,-3,11,4,-0.2,-5,-4,0.1,11
O=C(O)c1cc2cccc(S(=O)(=O)N3CCCCC3)c2cc1O,1,1,6,9,3.6,-1,-3,0.0,22
CCN(CC(=O)NCc1ccc(F)cc1)C(=O)Cc1ccc(OC)cc1,2,-4,17,-53,4.1,2,-1,-0.5,-8
CC(C)CN(CC(C)C)S(=O)(=O)N1CCC(C(=O)NCc2ccco2)CC1,2,-2,-10,-3,-1.9,-4,4,-0.1,-24
CCOC(=O)/C(C#N)=C\C1=C(N2CCCC2)CC(C)(C)OC1,-4,4,3,2,-3.8,-1,-4,-0.2,14
O=C(Nc1cccc(-c2cn3cccnc3n2)c1)c1ccc2c(c1)OCO2,5,-1,3,10,1.3,-12,2,0.0,-4
O=C(CN(Cc1ccco1)C(=O)CNS(=O)(=O)c1ccc(Cl)cc1)NC1CCCCC1,3,-1,-7,-3,0.5,5,7,0.1,4
O=C(Nc1ccc(Cl)cc1)c1cc2c(cc1O)[nH]c1ccccc12,9,2,7,4,0.4,-1,10,-0.4,10
CC1=NNC(=O)c2ccccc2O1,-3,0,-4,2,0.2,2,-5,0.0,7
Cn1cc(C(=O)N/N=C/C(Br)=C/c2ccccc2)ccc1=O,2,0,2,-9,2.7,1,-3,0.2,-10
CC1=CC(c2ccccc2)n2nc(N3C(=O)c4ccccc4C3=O)nc2N1 (centres undefined),0,0,8,8,1.7,1,5,0.0,-4
CCCC(=O)Nc1nnc(Sc2ccc(N(C)C)cc2)s1,1,-2,2,-3,1.8,-5,-8,-0.2,-16
COC(=O)CCCC1=CC2=C(c3ccccc3)C(=O)C(C)(OC(=O)C3CCCC3)C(=O)C2=CN1Cc1ccc2c(c1)OCO2 (centres undefined),15,3,-6,31,-5.1,1,14,0.0,-1
Cc1c(C(=O)NCCSCc2cccc(C(F)(F)F)c2)cnn1-c1ccc(F)cc1,1,2,-3,0,6.4,-6,8,-0.2,-9
COc1ccc(C2=NN(C(=O)c3ccccc3)C(c3cccc([N+](=O)[O-])c3)C2)cc1 (centres undefined),6,1,-7,9,2.2,-3,-4,0.1,-8
COc1ccc(C(=O)NCCS(=O)(=O)NC2CCCC2)cc1,-3,2,2,-5,1.0,-2,11,0.0,-11
Fc1ccccc1-c1n[nH]c(=S)n1C1CC1,-2,-3,4,-3,1.5,2,2,0.0,13
Cc1ccc(NC(=O)CSc2ccc(-c3ccccn3)nn2)c(C)c1,-4,4,-15,6,5.0,0,24,0.4,6
CCCC(C(=O)Nc1ccc(S(=O)(=O)N2CCOCC2)cc1)c1ccccc1 (centres undefined),2,/,/,/,6.1,/,-21,-0.1,4
CN(C)CCCN=C(NO)c1ccc(Cl)cc1Cl,-5,2,4,-3,-2.9,-1,-1,-0.2,-5
CC(=O)Nc1ccc(NC(=O)CC(c2ccccc2)c2ccccc2)cc1,2,4,-11,5,3.7,-1,-4,0.1,0
CCOC(=O)Cn1cnc2c(nnn2Cc2ccc(Cl)cc2)c1=O,-3,1,1,-1,-1.0,1,2,0.0,1
C[C@]12CCC(=O)C[C@@H]1CC[C@@H]1[C@@H]2CC[C@]2(C)C=CC[C@@H]12,-3,2,3,8,0.7,1,-12,0.0,2
CN(C)CCCN(C(=O)C1=COCCO1)c1nc2ccc(Br)cc2s1,0,3,0,-4,-1.2,-2,-53,0.0,7
Cc1ccc(S(=O)(=O)NCCNC(=O)C2CCCNC2=O)cc1 (centres undefined),-3,2,0,-3,0.5,-4,8,-0.1,-3
CC(=O)NC(Cc1c[nH]c2ccccc12)C(=O)N1CCN(S(=O)(=O)c2ccccc2)CC1 (centres undefined),-5,/,/,/,-0.9,/,36,-0.3,7
COc1ccc(NC(=O)CN2C(=O)NC(C)(c3ccccc3)C2=O)c(OC)c1 (centres undefined),9,-1,0,2,2.7,1,-6,0.1,2

# Some entries already given with just CTSL1 counter:
mol	CTSL1 counter
O=C(Nc1cccc(-c2cn3cccnc3n2)c1)c1ccc2c(c1)OCO2	-1
O=C(CN(Cc1ccco1)C(=O)CNS(=O)(=O)c1ccc(Cl)cc1)NC1CCCCC1	-1
O=C(Nc1ccc(Cl)cc1)c1cc2c(cc1O)[nH]c1ccccc12	2

# Later entries.
SMILES,PP1 inh,CTSL1 counter,EBNA-1 inh,core dimer inh,PP5 inh,TPT1 inhibitor,PREPL inh,Efflux pump mplx,ZTA DNA inh
Cc1ccc(C)c(NC(=S)N2CCCCC2CO)c1 (centres undefined),-4,-5,-3,-4,0.2,1,-5,0.0,0
O=C(Nc1ccc(Cl)c(Cl)c1)N(CCCN1CCOCC1)Cc1cccnc1,0,-3,-14,-4,1.2,5,8,0.1,-4
CCS(=O)(=O)c1ccc(O)c(NC(=O)CC2(CC(=O)O)CCCC2)c1,-6,-4,3,4,-3.0,-2,-6,-0.2,6
Cc1ccc(SCc2cc(=O)[nH]c(/N=C(\N)Nc3ccc(C)c(C)c3)n2)cc1,-5,0,-12,0,5.9,1,1,-0.1,-3
C=CCn1c(NC(=O)c2ccc(C)cc2)c(C#N)sc1=N,-2,0,10,-1,1.4,3,5,0.0,-6
COCCn1c(SCC(=O)Nc2ccccc2OC)nc2ccccc2c1=O,-2,-1,7,6,1.4,0,5,0.0,-4
COC(=O)c1ccccc1NC(=O)Cn1c(CCC(=O)O)ccc1-c1cccs1,0,1,6,2,-1.4,32*,8,-1.8,2
Nc1c(N(C(=O)Nc2ccc(Cl)c(Cl)c2)C2CCCC2)c(=O)[nH]c(=O)n1Cc1ccccc1,-2,4,-6,9,-0.9,-3,3,0.0,-4
CC(=O)NC(NC(=S)Nc1ccc(C)cc1C)C(Cl)(Cl)Cl (centres undefined),-4,-3,-18,-4,-0.6,0,-3,-0.1,-1
Cn1c(-c2ccc(F)cc2)cnc1SCC(=O)Nc1ccccc1,-6,-6,-4,3,1.1,2,-6,0.0,17
Cc1ccc(-n2ncc3c(NCc4ccco4)ncnc32)c(C)c1,-3,1,15,-1,-2.3,-1,5,0.1,14
COc1ccccc1N1CCN(CCN2C(=O)CC3(CCCC3)CC2=O)CC1,-7,-5,-5,-7,4.9,2,-9,0.1,-3
Cc1ccc(NC(=O)c2cc(NC(=O)CCCC(=O)O)ccc2Cl)cc1Cl,3,2,-1,2,1.2,5,0,0.2,2
CC1(C)NC(=O)N(CC(O)CN2C(=O)NC(C)(C)C2=O)C1=O,3,0,-2,-2,2.1,2,14,0.1,25
Cc1cc2cc3c(cc2nc1SCc1ccc(C(=O)O)cc1)OCCO3,5,-1,5,9,1.9,-4,7,0.6,12
CCCCC(=O)c1ccc(O)cc1,-2,1,2,-4,-1.5,1,7,0.0,18
O=C(Cc1nnc(NC(=O)Nc2ccc(Cl)cc2)s1)NCc1ccccc1,0,1,9,23,1.3,1,1,0.0,7
COc1ccc(/C=N/NC(=O)c2cccnc2)cc1COc1ccc([N+](=O)[O-])c(C)c1,2,5,4,6,2.9,-1,-16,0.0,4
CC(C)(C)N(CC(=O)NC1CCCCC1)C(=O)CS(=O)CC(=O)Nc1ccc(F)cc1 (centres undefined),8,-3,3,-6,2.2,2,6,-0.1,-1
CCCCCCCNC(=O)C1(CC2CC(c3ccc(Cl)cc3)=NO2)CCN(C(=O)c2ccccc2)CC1 (centres undefined),-5,-3,9,15,0.9,-1,0,-0.1,-6
CCNS(=O)(=O)c1ccc(CCC(=O)NCCc2ccc(OC)cc2)cc1,-1,3,3,0,0.1,-1,-1,0.1,-9
Cc1sc2ncnc(Sc3ccccc3C(=O)O)c2c1C,-5,-4,-10,9,0.6,3,10,-0.1,-4
Cc1cc(C)c(C#N)c(SCSCc2ccccc2)n1,-3,-1,-9,3,0.4,0,-15,-0.1,8
CN(C)c1cc(-c2ccc(F)cc2)oc(=O)c1Cl,0,0,9,0,-1.3,3,1,0.0,-1
N#Cc1c(N)n(-c2ccc(C(=O)O)cc2)c2nc3ccccc3nc12,-1,1,4,7,-0.1,18,13,0.1,-10
CCOC(=O)Cn1cc(C(=O)c2cccs2)c2ccccc21,-2,5,6,8,-0.5,-1,2,-0.1,8
O=C(Oc1ccc([N+](=O)[O-])cc1)c1cncc(Br)c1,0,2,-4,-11,-1.5,-2,19,0.0,9
CC(C)CC1=NN(C(=O)c2ccncc2)C(O)(C(F)(F)F)C1 (centres undefined),-3,6,8,-4,0.3,2,7,-0.8,2
O=C(COC(=O)c1n[nH]c2ccccc12)NC(=O)NC12CC3CC(CC(C3)C1)C2,3,-3,21,6,2.3,-2,3,-0.1,12

# Screening results deposited in PubChem BioAssay by several laboratories.
